# GDH-TPI counter – GDH-TPI coupling enzyme inhibitors, primary screen, artefact control for M. tuberculosis FBA inhibitor project, biochemical, absorbance, full deck; inhibition, % at 4.8 µM; 360,000 tested, 1.2% active; GDH-TPI coupled enzyme counterscreen, NADH absorbance; in the data active = inhibition above about 30%;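 also: 0% = DMSO wells and 100% = wells lacking the enzyme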
# MazEF act – activators of E. coli MazEF toxin-antitoxin RNase, primary screen, biochemical, fluorescence, uHTS; FAM/BHQ RNA-DNA oligo cleavage fluorescence, 5 h; 350,000 tested, 0.32% active; AID 504720, 2011; activation, % at 20 µM; Endoribonuclease toxin MazF (Escherichia coli (strain K12)), P0AE70; in the data active = activation above about 50%
# Target sequence (P0AE70 whole entry, looked up): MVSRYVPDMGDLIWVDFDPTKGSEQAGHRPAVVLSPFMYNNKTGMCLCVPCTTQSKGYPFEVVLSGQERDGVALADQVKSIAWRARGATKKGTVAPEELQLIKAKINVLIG
# Mtb BioA inh – M. tuberculosis BioA enzyme inhibitors, primary screen, biochemical, plate reader, single point, HTS | 7,8-diaminopelargonic acid synthase BioA (Mycobacterium tuberculosis) | 360,000 tested, 0.096% active | purified M. tuberculosis BioA enzyme | AID 602481, 2012 | inhibition, % at 9.99 µM; in the data active = inhibition above about 40%; inconclusive = no clear call, values can overlap the other calls
# FBA Mtb inh – Mtb FBA enzyme inhibitors, primary screen, biochemical, fluorescence, strain H37Rv | inhibition, % at 1 µM | purified M. tuberculosis FBA, fluorescence read-out | 360,000 tested, 2.3% active | Fructose-bisphosphate aldolase (Mycobacterium tuberculosis (strain ATCC 25618 / H37Rv)), …; in the data active = inhibition above about 27%;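 also: 0% = vehicle and 100% = reference inhibitor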
# Mtb UGM inh – M. tuberculosis UGM enzyme inhibitors, primary screen, biochemical, fluorescence polarization, single point; purified UGM, fluorescence polarization probe displacement; inhibition, % at 10 µM; 320,000 tested, 0.06% active; in the data active = inhibition above about 10%, passing the limit was not always enough; inconclusive = no clear call, values can overlap the other calls
# Target sequence (P9WIQ1 whole entry, looked up): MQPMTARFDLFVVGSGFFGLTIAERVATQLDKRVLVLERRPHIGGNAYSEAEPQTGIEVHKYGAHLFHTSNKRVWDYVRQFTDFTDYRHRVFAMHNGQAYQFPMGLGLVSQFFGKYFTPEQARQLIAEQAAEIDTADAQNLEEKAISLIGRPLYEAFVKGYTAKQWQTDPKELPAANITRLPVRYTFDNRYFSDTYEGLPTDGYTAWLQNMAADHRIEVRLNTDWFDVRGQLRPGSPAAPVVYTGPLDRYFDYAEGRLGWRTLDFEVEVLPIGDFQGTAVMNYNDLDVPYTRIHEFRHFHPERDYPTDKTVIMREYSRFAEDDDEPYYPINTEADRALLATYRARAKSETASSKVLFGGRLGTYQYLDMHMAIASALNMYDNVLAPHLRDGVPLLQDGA
# PrPC surface inh – inhibitors of human cell surface prion protein PrPC, primary screen, cell-based, TR-FRET | Major prion protein (Homo sapiens), P04156 | TR-FRET read-out | inhibition, % at 13.8 µM | 370,000 tested, 0.43% active | AID 720596, 2013; in the data active = inhibition above about 24%; also: 0% = median of the test wells and 100% = reference compound wells
# BoNT F protease – BoNT/F light chain protease inhibitors, primary screen, biochemical, flow cytometry, MLPCN library. Multiplex microsphere protease cleavage assay. inhibition, % at 10 µM. 360,000 tested, 0.22% active; in the data active = inhibition above about 35%, passing the limit was not always enough; inconclusive = no clear call, values can overlap the other calls; also: plate controls were buffer without enzyme for full effect and enzyme alone for no effect
# Rv3671c protease – Rv3671c serine protease inhibitors, primary screen, biochemical, fluorescence polarization, M. tuberculosis H37Rv; P9WHR9; inhibition, % at 5.96 µM; 320,000 tested, 0.048% active; in the data active = inhibition above about 38%;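 also: extracellular domain of Rv3671c used as enzyme; 0% = enzyme with DMSO and 100% = no enzyme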
# Target sequence (P9WHR9 whole entry, looked up, the tested form may be a part): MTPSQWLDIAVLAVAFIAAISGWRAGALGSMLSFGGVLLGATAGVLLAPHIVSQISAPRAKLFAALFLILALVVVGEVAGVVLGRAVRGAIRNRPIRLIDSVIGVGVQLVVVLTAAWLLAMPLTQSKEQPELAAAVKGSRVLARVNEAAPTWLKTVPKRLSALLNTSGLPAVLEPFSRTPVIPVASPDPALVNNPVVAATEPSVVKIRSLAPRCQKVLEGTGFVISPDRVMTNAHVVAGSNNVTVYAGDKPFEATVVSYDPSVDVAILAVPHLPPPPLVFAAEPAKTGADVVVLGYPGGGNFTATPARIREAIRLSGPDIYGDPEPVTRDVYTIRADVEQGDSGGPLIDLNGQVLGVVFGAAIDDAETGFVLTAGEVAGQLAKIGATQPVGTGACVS
# FadD28 FP inh – inhibitors of FadD28 bisubstrate probe binding, primary screen, biochemical, fluorescence polarization, single point; Mycobacterium tuberculosis FadD28 fatty-acid-AMP ligase; inhibition, % at 12.5 µM; 360,000 tested, 0.22% active; in the data active = inhibition above about 8.5%, passing the limit was not always enough; inconclusive = no clear call, values can overlap the other calls
# Active calls of the source: *; ? = inconclusive; . = no result given.
no.	molecule	GDH-TPI counter	MazEF act	Mtb BioA inh	FBA Mtb inh	Mtb UGM inh
1	COc1ccc(CCn2c(=N)c(S(=O)(=O)c3ccc(C)cc3)cc3c(=O)n4ccccc4nc32)cc1	6	-20	-9.8	6	21*
2	O=C(CCc1nc2ccccc2c(=O)[nH]1)NNC(=O)c1ccc(Cl)cc1	12	-1	-3.1	4	1.1
3	CCN(CC)S(=O)(=O)c1ccc(C(=O)NCc2n[nH]c(=S)n2-c2ccc(Cl)c(Cl)c2)cc1	-2	13	.	-1	1.9
4	CCN1CCN(CC(=O)Nc2ccc(C)c(Br)c2)CC1	-14	15	0.1	-5	0.3
5	CCOCCOC(=O)c1cccc(NC(=O)OCC)c1	2	2	-0.1	4	1.6
6	CCOc1ccccc1NC(=O)CN1C(=O)COc2ccccc21	-1	4	-2.0	1	-0.2
7	O=C(NC1(C(F)(F)F)NC(=O)N(C2CCCCC2)C1=O)c1cccs1 (stereo unspecified)	11	7	-1.0	5	4.3
8	COc1ccc(/C=C2\SC(=O)N(CC(=O)NC3C=CS(=O)(=O)C3)C2=O)cc1 (stereo unspecified)	48*	-3	-2.8	-3	1.4

no.	PrPC surface inh	BoNT F protease	Rv3671c protease	FadD28 FP inh
1	0	14	1	-1.4
2	-2	-8	-1	0.6
3	3	-1	7	-1.1
4	-7	-10	-4	-4.2
5	0	-17	-5	-3.6
6	-2	?	-3	-4.5
7	6	-2	6	-0.8
8	-7	2	2	-0.6

# Screen by screen, as entered above:
# Compounds 1 to 8 in Mtb UGM inh read 21*, 1.1, 1.9, 0.3, 1.6, -0.2, 4.3, 1.4
# Compounds 1 to 8 in Rv3671c protease read 1, -1, 7, -4, -5, -3, 6, 2

# (next part)
no.	molecule	GDH-TPI counter	MazEF act	Mtb BioA inh	FBA Mtb inh	Mtb UGM inh
9	O=C(NCc1ccccn1)c1ccc(CNS(=O)(=O)c2cccc(Cl)c2)cc1	-1	1	-0.1	-1	2.2
10	CCOC(=O)CCC(=O)c1c(C)oc2ccc(OC)cc12	-4	-5	-0.4	1	-0.8
11	CCCCc1c(O)nc(SCC(=O)N2CCOCC2)n(-c2ccccc2C)c1=O	21	-13	2.1	-2	0.7
12	C=C(C(=O)Oc1c(C(C)(C)C)cccc1C(C)(C)C)c1ccccc1	9	-3	0.2	9	1.2
13	CN1CCCN(Cc2ccccc2Br)CC1	4	0	1.8	-2	-1.4
14	O=C(O)CNS(=O)(=O)c1ccc2c3c(cccc13)C(=O)N2	16	-17	-0.7	37*	0.0
15	Cc1ccc(Oc2ncnc(N)c2[N+](=O)[O-])cc1	15	-13	.	-4	-1.9
16	CCc1ccc(-n2c(C)cc(/C=N/NC(=O)c3ccncc3)c2C)cc1	14	3	.	-4	2.6

no.	PrPC surface inh	BoNT F protease	Rv3671c protease	FadD28 FP inh
9	-3	4	8	-3.6
10	1	-17	-4	-3.7
11	-3	0	-5	-0.8
12	5	-21	0	-1.2
13	-1	-9	-7	0.0
14	-10	.	.	-1.4
15	3	-3	5	-1.3
16	6	-30	-8	-5.6

# Following part.
no.	molecule	GDH-TPI counter	MazEF act	Mtb BioA inh	FBA Mtb inh	Mtb UGM inh
17	Cc1nnc(NC(=O)CCn2cnc3ccccc3c2=O)s1	2	0	.	-2	3.1
18	O=C(c1cccc(N2C(=O)C3CC=CCC3C2=O)c1)N1CCCCCC1 (stereo unspecified)	-6	2	.	2	.
19	Fc1ccc(-c2nnn3c2nc(NCc2ccccc2)c2ccccc23)cc1	1	6	-0.2	4	3.2
20	CC(NC(=O)CN(C)Cc1ccc(Br)cc1)c1ccccc1 (stereo unspecified)	7	-4	1.2	-1	-3.5
21	O=C(COC(=O)c1cnccn1)c1ccc(Br)cc1	3	1	0.4	-3	-0.6
22	COc1ccc(CN(C)C(=O)C2CSC3(C)CCC(=O)N23)c(OC)c1 (stereo unspecified)	0	-14	-2.1	-3	.
23	COc1ccc(NC2CCCN(C(=O)c3ccc(CSC)o3)C2)cc1OC (stereo unspecified)	-3	-2	-0.4	-1	2.1
24	O=C(O)c1ccc(/C=N/Nc2ccc(S(=O)(=O)N3CCCC3)cc2[N+](=O)[O-])cc1	3	9	-1.0	6	0.5

no.	PrPC surface inh	BoNT F protease	Rv3671c protease	FadD28 FP inh
17	-6	-2	0	0.0
18	2	11	10	0.0
19	-3	4	6	0.6
20	2	0	4	-4.6
21	-3	-10	0	-1.2
22	-6	-4	.	-4.1
23	-7	-8	-4	-0.4
24	-4	-4	-15	-1.6

# Look-ups from the results shown.
# compound 18 in FBA Mtb inh reads 2
# compound 10 in Mtb BioA inh reads -0.4

# (continued)
no.	molecule	GDH-TPI counter	MazEF act	Mtb BioA inh	FBA Mtb inh	Mtb UGM inh
25	COc1cc(OC)cc(C(=O)Nc2ccc(S(=O)(=O)N3CCOCC3)cc2)c1	4	-2	-0.8	0	-0.9
26	CC(C)CC(=O)NC(=S)Nc1nc(-c2cccc3ccccc23)cs1	22	-1	-2.1	-7	-2.0
27	CC(C)CNC(=O)c1[nH]c(C(F)(F)F)nc1-c1ccccc1	.	.	-3.2	2	.
28	Cn1c(CSCc2ccc(Cl)c(Cl)c2)n[nH]c1=S	-7	-1	.	1	0.4
29	CN(CC(=O)NC1CC(C)(C)NC(C)(C)C1)S(=O)(=O)c1cc(Cl)ccc1Cl	-7	6	-1.5	0	1.8
30	Cc1ccc(S(=O)(=O)Nc2ccc3nc(-c4cccn4C)[nH]c3c2)cc1	19	6	2.2	4	1.8
31	CCCc1cc(=O)oc2c(C)c(OCC(=O)N3CCC(C(=O)O)(c4ccccc4)CC3)ccc12	8	3	1.0	32*	-0.2
32	Cc1ccc(OCCNC(=O)c2ccc(NC(=O)CC3SC(N4CCCC4)=NC3=O)cc2)cc1 (stereo unspecified)	9	5	0.4	3	0.5

no.	PrPC surface inh	BoNT F protease	Rv3671c protease	FadD28 FP inh
25	-6	?	-2	-11
26	11	-2	-75	-2.2
27	3	-2	.	0.6
28	10	13	2	-0.9
29	6	-1	9	-3.8
30	4	-31	-1	-1.3
31	-1	-9	-1	-0.1
32	10	.	-5	-5.6

# Remaining list, next part.
no.	molecule	GDH-TPI counter	MazEF act	Mtb BioA inh	FBA Mtb inh	Mtb UGM inh
33	O=C(c1cccc(S(=O)(=O)Nc2ccccc2Cl)c1)N1CCCCCC1	10	3	1.5	-4	0.3
34	CCn1c(SCC(=O)N/N=C/c2c[nH]c3ccccc23)nnc1-c1ccc(C)cc1	9	4	0.2	5	0.3
35	COc1ccccc1C(c1c(O)nc(SC)[nH]c1=O)c1c(O)nc(SC)[nH]c1=O	4	-8	2.5	1	1.5
36	N#Cc1ccc(COC(=O)CC(NC(N)=O)c2ccc(Cl)cc2)cc1 (stereo unspecified)	-3	5	0.0	-4	0.1
37	CCC(C)c1ccc(NC(=O)CSc2nncn2N)cc1 (stereo unspecified)	-14	3	.	-1	0.5
38	CCOC(=O)c1c(C)nc2cc(C)ccn12	8	5	-0.7	5	2.9
39	COC(=O)C(CC(C)C)NC(=O)C(Cc1ccccc1)NC(=O)C1CCCN1C(=O)OC(C)(C)C (stereo unspecified)	-4	0	0.3	-1	1.4
40	O=c1cc2[nH]c3ccccc3c(=O)n2nc1-c1ccccc1	20	-7	-0.1	8	-1.9

no.	PrPC surface inh	BoNT F protease	Rv3671c protease	FadD28 FP inh
33	6	-13	1	-3.2
34	-8	-4	7	-2.5
35	-2	-26	-1	-0.1
36	8	-9	-1	-4.0
37	-8	0	0	-3.3
38	5	13	-8	-1.8
39	-1	-1	-3	-5.6
40	-19	-2	7	-2.7

# Remaining list, next part.
no.	molecule	GDH-TPI counter	MazEF act	Mtb BioA inh	FBA Mtb inh	Mtb UGM inh
41	C1=C(CCNCC2CCCCC2)CCCC1	-1	7	-1.0	0	0.1
42	CCCCC(=O)Nc1ccc(NC(=O)c2ccc([N+](=O)[O-])cc2)cc1OC	6	0	.	0	2.0
43	CCCCCc1nnc(NC(=O)c2cccc(S(=O)(=O)N3CCOCC3)c2)s1	2	2	0.8	2	.
44	CC(C)(CO)NCc1cccc(OCc2ccc(Cl)cc2)c1	4	15	.	1	-1.8
45	O=C1NCCCC1C(=O)N/N=C/c1ccccc1O (stereo unspecified)	-1	-3	.	5	1.3
46	O=C(CSc1nnnn1-c1cccc2c1CCCC2)N1CCOCC1	-6	4	.	1	1.1
47	CCN1CCN(c2nc(N)c([N+](=O)[O-])c(Nc3ccc(C)c(C)c3)n2)CC1	5	10	-0.4	5	0.2
48	CC(=O)N1Cc2ccccc2CC1C(=O)N1CCN(c2ccccc2)CC1 (stereo unspecified)	-3	-3	-0.3	2	0.7

no.	PrPC surface inh	BoNT F protease	Rv3671c protease	FadD28 FP inh
41	14	0	-8	-3.4
42	-19	-2	-1	-3.1
43	2	8	10	-0.1
44	-12	-3	9	-1.4
45	-4	-2	-11	-3.6
46	2	-4	6	2.2
47	-3	-10	2	-1.1
48	11	-1	-16	-1.1

# Profiles as entered above:
# Profile of `CCOC(=O)c1c(C)nc2cc(C)ccn12` : GDH-TPI counter = 8; MazEF act = 5; Mtb BioA inh = -0.7; FBA Mtb inh = 5; Mtb UGM inh = 2.9; PrPC surface inh = 5; BoNT F protease = 13; Rv3671c protease = -8; FadD28 FP inh = -1.8
# Profile of `COc1cc(OC)cc(C(=O)Nc2ccc(S(=O)(=O)N3CCOCC3)cc2)c1` : GDH-TPI counter = 4; MazEF act = -2; Mtb BioA inh = -0.8; FBA Mtb inh = 0; Mtb UGM inh = -0.9; PrPC surface inh = -6; BoNT F protease = ?; Rv3671c protease = -2; FadD28 FP inh = -11

# The list continues.
no.	molecule	GDH-TPI counter	MazEF act	Mtb BioA inh	FBA Mtb inh	Mtb UGM inh
49	O=C(C(Cc1ccccc1)n1cccc1)N1CCCCCC1 (stereo unspecified)	0	0	0.3	-2	3.4
50	Cc1ccc(CNc2ccc(N3CCOCC3)cc2)cc1	10	-19	0.3	2	-2.3
51	COc1cccc(C2NC(=O)NC(C)=C2C(=O)OCC2CCCO2)c1 (stereo unspecified)	-2	5	.	3	0.8
52	CCS(=O)(=O)Nc1cc2c3c(c1)CCN3C(=O)CC2	-2	15	-0.1	-1	2.6
53	CN(Cc1ccon1)C(=O)C1CCC(=O)N(CCc2ccc(Cl)cc2)C1 (stereo unspecified)	3	7	0.2	-2	.
54	CCCOc1nc(N)c(C#N)c(-c2ccccc2F)c1C#N	9	4	-0.4	5	.
55	Nc1c(C(=O)NCc2ccccc2)nnn1Cc1ccccc1	7	-1	-0.7	4	1.3
56	COc1ccc(S(=O)(=O)N2CCN(Cc3ccc(Cl)cc3)CC2)cc1	1	-8	.	-2	1.1

no.	PrPC surface inh	BoNT F protease	Rv3671c protease	FadD28 FP inh
49	-1	-8	-2	-1.0
50	-9	-33	-7	0.0
51	0	-6	6	-0.6
52	-1	-15	-2	-0.3
53	-4	-3	.	-2.5
54	2	8	.	2.5
55	14	-11	-2	0.1
56	1	-2	-9	-2.0

# Next section
no.	molecule	GDH-TPI counter	MazEF act	Mtb BioA inh	FBA Mtb inh	Mtb UGM inh
57	COc1ccc(C(C[N+](=O)[O-])c2c(-c3ccccc3)cc3ccccn23)cc1 (stereo unspecified)	16	0	0.3	-1	-0.2
58	Cc1cc(NC(=O)c2cccnc2)ccc1NC(=O)c1ccco1	1	7	25	0	-1.7
59	CC(C)OC(=O)CC12CN3CC(CC(=O)OC(C)C)(CN(C1)C(=O)c1ccccc1C3=O)C2=O	15	7	1.0	0	-1.6
60	Cc1ccc(S(=O)(=O)N2CCN(C(=O)COC(=O)CCOc3ccccc3C)CC2)cc1	2	-45	-5.5	4	-3.0
61	C=CC[C@@H](CC(=O)N[C@H](CO)Cc1ccccc1)C(=O)NC[C@H](OC(=O)[C@@H](CC=C)Cc1ccc(F)cc1)c1ccccc1	-3	-10	1.0	-1	0.9

no.	PrPC surface inh	BoNT F protease	Rv3671c protease	FadD28 FP inh
57	-4	-13	2	-1.0
58	-5	0	-4	-0.1
59	-2	4	-3	1.2
60	6	24	0	0.4
61	-2	4	-16	-2.2

# Screening results (PubChem BioAssay)
